KCNH2 WT inh – KCNH2 (human, wildtype) channel inhibition; Q12809; U2OS, BacMam KCNH2, thallium flux FluxOr; stronger effect = lower value; activity change, % at 1.84 µM; 0.37% of 340,000 active; AID 720551;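 active = maximum activity change below -70%; inconclusive = maximum activity change between -70% and -50%; inactive = maximum activity change above -50%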; also: % is scaled to controls: 0 for no effect and ±100 for the full control effect
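U2OS cells transduced with wild-type KCNH2 virus are loaded with FluxOr dye for 45 min, and thallium flux is measured in kinetic reads before and after stimulation buffer. Rate constants are normalized to DMSO controls.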
PKM2 activator – increases activity of human pyruvate kinase M2; 0.34% of 260,000 active; AID 1631; P14618; Potency, µM (titrated, usually from 57.5 µM), without a hit: at the top dose activation, hits mostly activators; purified PKM2, Kinase-Glo ATP luminescence, activation; response scale: 0% is enzyme alone, no compound; also: potency is read from the fitted curve at half-maximal effect; % is scaled to controls: 0 for no effect and ±100 for the full control effect; nearly all actives have a fitted effect of over 55% in size
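ATP formation by purified human PK-M2, quantified via coupled luciferase luminescence after 1 h at room temperature with 0.1 mM ADP and 0.5 mM PEP final.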
FBPA coupling cs – inhibits coupling enzyme system, counter-screen for aldolase hits; coupling enzyme system counterscreen, AmpLite Red fluorescence; activity change, negative = inhibition, % at 58.2 µM, hits read low; 0.67% of 290,000 active; AID 2472; in the data active = activity change below about -30%; also: % is scaled to controls: 0 for no effect and ±100 for the full control effect
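Coupling enzymes only (glyceraldehyde-3-phosphate) + compound, at 57.5 uM final, 10 min RT; add substrate/coupling/AmpLite Red mix, 20 min RT; fluorescence ex 525/em 598 nm. Actives flag coupling-system interference.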
TRPV1 agonist – human TRPV1 agonism. TRPV1-expressing cells, Fluo-8 calcium influx, agonist mode. activation, % at 8.33 µM. 0.19% of 320,000 active; in the data active = activation above about 80%; inconclusive = between about 30% and that limit; also: 0% is about no effect
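Fluo-8 calcium influx in TRPV1-expressing cells, kinetic read (ex 480/em 520 nm). Compound added and read 3 min for agonist activity, followed by capsaicin at EC20 final and 2 min further read for enhancement.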
USP2a inh – USP2a (human) protease inhibition | USP2 core, Ub-CHOP2 coupled fluorogenic reporter, 485/531 | Potency, µM (titrated, usually from 38.3 µM), for the others: at the top dose activity change, negative = inhibition, usual class: inhibitors | 0.01% of 330,000 active | AID 463254;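 also: potency is read from the fitted curve at half-maximal effect; plate controls were DMSO wells for no effect and full inhibition by NEM control for full effect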
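Deubiquitinase activity read as fluorescence (485/531 nm) after Ub-CHOP2 cleavage activates the enterokinase reporter on its substrate; USP2 core 10nM, Ub-CHOP2 and substrate 25nM each, 30min compound preincubation then 60min RT; data normalized to NEM, curves fitted.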
B2AR arrestin – beta2AR (human) beta-arrestin recruitment activity; P07550; Potency, µM (titrated, usually from 46.1 µM), for the others: at the highest dose activation, actives largely listed as activators; beta-arrestin recruitment to beta2AR, cell-based reporter; 0.02% of 330,000 active;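 also: potency is read from the fitted curve at half-maximal effect; 0% = DMSO controls and full agonism = EC100 isoproterenol or metaproterenol; nearly all actives have a fitted effect of over 65% in size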
Menin-MLL TR inh – menin-MLL binding inhibition, Texas Red mutant peptide | O00255 | Potency, µM (highest dose often 61.6 µM), for inactives: top-dose FP activity change, negative = inhibition, usual class: inhibitors | Menin + Texas Red MLL mutant peptide, fluorescence polarization | 0.23% of 270,000 active; active = well fitted inhibition curve with a large enough effect in the polarisation, with a control signal flat, not every such curve was filed as active; inconclusive = small, poorly fitted or top-dose-only effect, or effect the other way, or a change in a side signal; inactive = no such curve, though single readings can be large or run the other way; the % refers to the polarisation; also: potency is read from the fitted curve at half-maximal effect; % of control where 0% means no effect; many of its hits are not listed in these tables
Target sequence (O00255 whole entry, looked up): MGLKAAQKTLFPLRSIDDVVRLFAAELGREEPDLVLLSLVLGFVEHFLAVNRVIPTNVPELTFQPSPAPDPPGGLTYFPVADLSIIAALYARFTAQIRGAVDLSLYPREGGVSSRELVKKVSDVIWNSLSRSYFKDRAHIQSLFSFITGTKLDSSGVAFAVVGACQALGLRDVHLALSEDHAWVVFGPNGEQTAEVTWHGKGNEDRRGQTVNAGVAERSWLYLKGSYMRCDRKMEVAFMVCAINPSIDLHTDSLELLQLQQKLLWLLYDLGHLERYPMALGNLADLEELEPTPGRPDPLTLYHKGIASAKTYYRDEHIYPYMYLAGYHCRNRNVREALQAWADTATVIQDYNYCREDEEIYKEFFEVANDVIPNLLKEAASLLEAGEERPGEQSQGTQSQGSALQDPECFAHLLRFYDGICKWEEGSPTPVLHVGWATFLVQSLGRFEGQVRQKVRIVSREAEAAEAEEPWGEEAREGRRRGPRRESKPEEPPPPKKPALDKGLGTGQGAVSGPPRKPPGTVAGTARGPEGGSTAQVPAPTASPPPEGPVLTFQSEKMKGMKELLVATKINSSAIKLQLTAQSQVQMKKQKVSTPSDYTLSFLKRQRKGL
KCNH2 3.1 inh – blocks the human KCNH2 3.1 channel isoform; U2OS KCNH2 3.1, thallium flux FluxOr; stronger effect = lower value; activity change, % (tested at about 1.8 µM); 0.95% of 340,000 active;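 active = maximum activity change below -70%; inconclusive = maximum activity change from -70% to -50%; inactive = maximum activity change above -50%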;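 also: thallium influx rate constant from kinetic fluorescence after stimulation buffer; % is scaled to controls: 0 for no effect and ±100 for the full control effect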
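Thallium flux read-out: FluxOr dye with Red40 quencher in HBSS/HEPES, 45 min at RT. Rate constants from kinetic reads were normalized to positive and negative DMSO controls. Cells: U2OS virally expressing the 3.1 isoform.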
MLL CXXC-DNA inh – blocks binding of human MLL CXXC domain to DNA; Q03164; MLL-CXXC / FITC-HOXA9 DNA fluorescence polarization; Potency, µM (highest dose often 115 µM), for the others: at the highest dose activity change, negative = inhibition, usual class: inhibitors; 0.037% of 290,000 active; AID 2662; active = well fitted inhibition curve with a large enough effect in the polarisation, with a control signal flat, not every such curve was filed as active; inconclusive = small, poorly fitted or top-dose-only effect, or effect the other way, or a change in a side signal; inactive = no such curve, though single readings can be large or run the other way; the % refers to the polarisation; also: potency is read from the fitted curve at half-maximal effect
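Purified MLL-CXXC (added from a 7 uM solution) was preincubated 5 min at ambient with pinned compounds in 50 mM Tris-HCl pH 7.5, 50 mM NaCl, 1 mM DTT, 0.05% BSA. Fluorescein-labeled HOX-A9 DNA (50 nM solution) followed, 30 min, then polarization read.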
GALK inhibitor – inhibitors of human galactokinase; P51570; Purified GALK, Kinase-Glo residual ATP luminescence; Potency, µM (highest dose often 57.5 µM), inactives show top-dose activity change, negative = inhibition, usual class: inhibitors; 0.007% of 270,000 active; AID 1868; also: potency is read from the fitted curve at half-maximal effect; % is scaled to controls: 0 for no effect and ±100 for the full control effect
Target sequence (P51570 whole entry, looked up): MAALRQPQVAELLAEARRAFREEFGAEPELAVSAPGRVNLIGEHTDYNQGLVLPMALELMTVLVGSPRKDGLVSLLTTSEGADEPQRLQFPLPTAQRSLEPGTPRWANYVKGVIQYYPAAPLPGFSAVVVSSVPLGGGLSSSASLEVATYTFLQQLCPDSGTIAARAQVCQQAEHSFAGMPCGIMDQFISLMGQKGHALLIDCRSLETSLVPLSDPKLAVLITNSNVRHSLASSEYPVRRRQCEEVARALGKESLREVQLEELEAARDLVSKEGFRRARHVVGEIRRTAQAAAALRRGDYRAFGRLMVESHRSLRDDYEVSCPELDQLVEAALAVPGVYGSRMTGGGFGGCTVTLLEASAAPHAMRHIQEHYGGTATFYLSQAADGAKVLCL
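GALK at 5 nM final was combined with compound, 35 uM ATP and 100 uM galactose in HEPES pH8.0 with MgCl2 and DTT. The reaction ran one hour at room temperature before luminescent ATP detection.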
Giardia killer – Giardia lamblia killing; activity change, % at 7.66 µM, hits read low; 0.15% of 340,000 active; Giardia lamblia trophozoite viability; in the data active = activity change below about -80%; inconclusive = between about -30% and that limit;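 also: parasites exposed to compound for two days anaerobically before the ATP read; % is scaled to controls: 0 for no effect and ±100 for the full control effect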
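Luminescence from cellular ATP indicates surviving trophozoites (100 cells/well) following 48 hrs anaerobic compound treatment at 37 deg C; signal develops 15-30 min at room temperature.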
* hit, by the source's call; i = inactive; ? = inconclusive; · = no result given; [ ] = another dose, or the depositor's remark. Unless noted, calls follow the shape of the dose curve; as a rule, active = well fitted curve in the direction sought with a large enough effect; inconclusive = small, poorly fitted or top-dose-only effect, or another doubt; inactive = no such curve, though single readings can be large; an effect the other way counts as inactive or inconclusive. These rows are one share of the data; count on the stated rates, not on these rows.

SMILES	KCNH2 WT inh	PKM2 activator	FBPA coupling cs	TRPV1 agonist	USP2a inh	B2AR arrestin	Menin-MLL TR inh	KCNH2 3.1 inh	MLL CXXC-DNA inh	GALK inhibitor	Giardia killer
COc1ccc(-c2cc(C(F)(F)F)n3nc(C(=O)Nc4c(C)n(C)n(-c5ccccc5)c4=O)c(Cl)c3n2)cc1	1.9	·	-1.8	24.0	0.4%	0.1%	-4.7%	-9.6	15.4%	4.4%	6.4
COc1ccc(Nc2nc(-c3ccncc3)nc3ccccc23)cc1	0.1	·	-1.4	-0.1	-7.2%	0.0%	?	13.9	-9.9%	-2.5%	-8.9
Cc1ccc(-c2nn3c(C)nnc3s2)cc1N	-289.5*	-1.5%	-3.8	0.2	-2.5%	-0.3%	3.4%	11.6	0.1%	5.9%	0.7
N#C/C(N)=C(/C#N)N=Cc1cccc(Cl)c1	3.0	-1.9%	1.1	-0.6	0.0%	-0.4%	·	10.3	6.0%	2.4%	2.6
OC(Cc1nc2ccccc2[nH]1)c1ccccc1Cl (stereo not given)	-9.8	-3.8%	-1.7	-7.7	0.4%	-0.6%	-0.8%	-73.5*	5.1%	-1.1%	-5.1
CSc1nc(C)c2c(n1)N(c1ccc(F)cc1)CC2	-1.1	3.3%	2.7	14.6	1.9%	0.3%	-2.4%	·	9.1%	-3.2%	-15.2
CCCCn1c(N)c(N(CC(C)C)C(=O)C2CCCO2)c(=O)[nH]c1=O (stereo not given)	-7.9	·	·	6.1	2.5%	0.1%	·	0.9	·	·	-6.2
CCN(CC)S(=O)(=O)c1ccc(O)c(C(=O)OCC(=O)NC23CC4CC(CC(C4)C2)C3)c1	1.0	·	·	·	-0.1%	-0.6%	·	-20.8	·	·	3.3
O=C(NC1=NCCS1)c1cc2ccccc2o1	-5.2	-26.2%	1.3	7.2	3.4%	0.4%	5.6%	-2.0	0.4%	4.2%	?
C=C(C)CCOC(=O)C(CC(=O)O)NCc1ccco1 (stereo not given)	-0.1	-1.0%	3.8	-1.2	9.3%	-0.1%	·	6.2	8.5%	-2.1%	?
CCOc1ccc(S(=O)(=O)N2CCCC(C(=O)N3CCN(CC)CC3)C2)cc1Cl (stereo not given)	11.1	-1.1%	1.6	5.8	-3.4%	8.6%	-11.7%	1.3	9.6%	-1.2%	9.1
COc1cc(C)ccc1OCc1cc(C(=O)N(Cc2nccn2C)C(C)C)no1	8.1	·	·	1.4	4.5%	-0.2%	·	7.2	14.4%	-7.9%	22.8
CN(CC(=O)Nc1cccc(F)c1)CC(=O)Nc1ccccc1-c1ccccc1	-5.1	·	·	·	0.2%	0.3%	·	14.5	·	·	-11.9
Cc1cccc(NC(=O)c2cccc(S(=O)(=O)N3CCCCC3)c2)c1	-3.3	2.2%	2.9	24.1	1.0%	0.1%	37.9%[activator]	2.8	-10.5%	6.5%	8.6
O=C(NCc1ccccc1)c1onc(CSc2ccccc2)c1C(=O)NCC1CC1	-12.8	-1.1%	-6.1	21.8	-2.8%	-0.6%	·	-0.9	-3.1%	5.1%	-26.0
COc1ccc(N2CCC(CNC(=S)Nc3ccc(C)cc3C)C2)cc1 (stereo not given)	-3.4	1.3%	-25.4	2.8	-1.5%	0.0%	·	-6.9	5.5%	-4.0%	4.8
Cc1ccccc1NC(=O)c1cccc(S(C)(=O)=O)c1	i	-4.9%	-4.3	0.6	1.4%	0.0%	-0.9%	4.8	-1.7%	-0.7%	4.2
CC(CN1CCCC1)OC(=O)c1cccc(F)c1 (stereo not given)	1.3	-0.4%[11.5 µM]	0.2	-0.8	-0.6%	0.4%	-13.5%	1.0	7.5%	-2.8%	23.4
COc1ccc(CNC(=O)C2CCC(CNS(=O)(=O)c3cccc4nsnc34)CC2)cc1 (stereo not given)	0.2	1.3%	4.1	-0.2	-0.4%	0.1%	-25.2%	-11.2	1.0%	2.6%	-13.1
COc1ccc(-c2csc(NC(=O)Cc3cccc4ccccc34)c2C(=O)O)cc1	0.4	0.1%	-3.3	3.7	2.2%	0.2%	?	-21.0	2.6%	1.9%	18.4
CC(OC(=O)c1ccc(Br)o1)C(=O)NCC1CCCCC1 (stereo not given)	-3.7	·	·	·	3.6%	-0.8%	·	6.6	·	·	0.1
O=C(CCCn1c(=S)[nH]c2cc3c(cc2c1=O)OCO3)NC1CC1	-3.8	2.82µM*	0.6	2.2	1.2%	-0.2%	-18.9%	-0.5	6.3%	-3.0%	-7.5
Nn1c(SCc2ccc(F)cc2)nnc1-c1cccnc1	15.4	-1.6%	-2.0	0.8	5.2%	-0.1%	·	-0.1	0.5%	-2.5%	13.2
CN(CC(=O)NC1CCN(Cc2ccccc2)CC1)S(=O)(=O)c1ccc(Cl)cc1	55.8	·	·	0.3	0.0%	-0.3%	·	-8.9	·	·	9.0
Cc1cc(O)c(C(=O)Nc2cccc(Cl)c2)c(=O)n1C	-19.3	·	·	-0.9	-0.2%	-0.1%	·	4.6	0.4%	3.7%	16.6
Later entries.
SMILES	KCNH2 WT inh	PKM2 activator	FBPA coupling cs	TRPV1 agonist	USP2a inh	B2AR arrestin	Menin-MLL TR inh	KCNH2 3.1 inh	MLL CXXC-DNA inh	GALK inhibitor	Giardia killer
CCN(CC)CCN1C(=O)c2oc3ccccc3c(=O)c2C1c1ccccc1 (stereo not given)	9.3	-11.3%	0.3	-4.5	4.9%	1.7%	-8.5%	-21.5	-0.8%	0.3%	14.0
Oc1ccccc1/C=N/n1c(COc2ccccc2)n[nH]c1=S	8.9	·	2.8	1.5	-1.1%	-0.6%	?	6.8	4.5%	·	-8.8
CCn1nnc2cc(C(=O)Nc3cc(S(C)(=O)=O)ccc3Cl)ccc21	-33.1	-4.8%	-2.2	-0.8	2.5%	-0.2%	-10.2%	3.9	-3.3%	4.5%	-11.6
COc1cc(CNc2ncc(-c3ccc(Br)cc3)n2C)cc(OC)c1OC	32.4	13.9%	-1.3	-0.7	-3.7%	-1.0%	?	-8.9	24.3%	0.3%	-6.7
S=C(Nc1ccc(CN2CCCCC2)cc1)Nc1cccc(Cl)c1Cl	4.1	2.8%	-0.3	-2.5	3.8%	3.9%	0.7%	-4.7	?	-2.2%	17.4
COc1ccc(NC2=C(C)C(=O)CC2)cc1	10.1	-0.8%	1.6	1.7	-0.4%	-0.1%	32.0%[activator]	·	9.6%	-3.0%	-12.8
Cc1nc(NC(=O)C2CC3CCCC(C2)C3=O)sc1C (stereo not given)	0.8	0.3%	6.3	-4.7	2.1%	-0.5%	-14.7%	-2.5	6.2%	0.0%	3.1
CC1(C)CC(=O)C2=C(C1)N(CCN1CCOCC1)C1=C(C(=O)CC(C)(C)C1)C2c1ccc(Cl)c([N+](=O)[O-])c1	1.3	6.2%	-1.0	5.3	3.8%	0.4%	-9.1%	-6.9	7.5%	13.8%	-10.5
Cc1ccn2c(Nc3ccccc3C)c(-c3cccnc3)nc2c1	-2.9	-5.1%	-4.7	3.9	2.2%	0.3%	?	-10.5	-2.0%	2.1%	-21.7
Cc1ccc(C(C)C)c(OCCN2CCc3ccccc3C2)c1	-7.1	-2.4%	2.5	2.8	-2.2%	-0.3%	?	6.6	14.9%	3.2%	-4.0
O=C(CCc1nc2ccccc2c(=O)[nH]1)NNC(=O)COc1ccccc1Cl	-0.4	·	·	-3.4	0.1%	-0.1%	·	-21.3	·	·	5.3
CCCc1nn2c(=O)cc(O)nc2s1	0.7	-3.7%	0.4	-1.6	3.2%	-1.3%	10.0%	4.0	4.9%	1.7%	-19.0
O=C1C2C3C=CC(CC3)C2C(=O)N1c1ccc(F)cc1 (stereo not given)	3.6	-0.2%	0.6	-4.1	2.0%	-0.4%	-2.2%	5.6	3.4%	-6.4%	0.6
COC(=O)c1ccc(OC)c(CN2CCCN(Cc3cc(C)ccc3C)S2(=O)=O)c1	2.5	·	0.7	18.0	1.0%	-0.4%	0.2%	-1.2	9.0%	3.9%	11.0
O=C(Nc1sc2c(c1C(=O)NCCO)CCCC2)c1ccco1	6.1	·	-1.1	1.4	-1.0%	-0.5%	-0.5%	-5.2	-5.0%	13.0%	10.6
O=C(CC1C(=O)NCCN1Cc1ccccc1)NCCC1=CCCCC1 (stereo not given)	-0.8	·	·	-5.0	-0.2%	-0.1%	·	-0.4	5.0%	5.2%	-16.7
Cc1cc(NC(=O)c2ccc(NC(=O)C3CC3)cc2)no1	0.3	7.4%	0.2	3.0	3.7%	0.0%	7.0%	22.1	-27.1%	2.4%	5.9
CCN(CC(=O)Nc1cc(S(=O)(=O)N2CCOCC2)ccc1C)Cc1ccccc1	13.3	·	·	27.1	-0.3%	-1.0%	·	-12.4	·	·	-24.8
CCOc1ccc(-n2c(C)c(C(C)=O)c(C(C)=O)c2C)cc1	13.4	4.5%	0.0	1.9	-0.2%	-0.6%	5.5%	9.5	2.1%	-0.2%	8.6

Screens: PubChem, National Center for Advancing Translational Sciences (NCATS)
